Rab9 promoter act: activates the Rab9 promoter; AID 485297; actives 2.8% (n = 320,000); Potency, µM (series often up to 9.22 µM), inactives show top-dose activation, negative = inhibition, actives largely listed as activators; Huh7 Rab9 promoter-luciferase reporter, luminescence, 24 h; also: potency is read from the fitted curve at half-maximal effect; % of control where 0% means no effect; nearly all actives have a fitted effect of over 60% in size
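Cell-based reporter: Huh7 stable for Rab9 promoter-driven luciferase, plated in reduced-serum medium with 10% FBS at 1500 cells/well, compound-treated 24 h at 37 °C, luminescence read after 10 min reagent.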
PKM2 act: PKM2 (human) enzyme activation | Potency, µM (series often up to 57.5 µM), for the others: at the top dose activation, hits mostly activators | purified PKM2, Kinase-Glo ATP luminescence, activation; response scale: 0% is enzyme alone, no compound | actives 0.34% (n = 260,000) | AID 1631 | P14618; also: potency is read from the fitted curve at half-maximal effect; % is scaled to controls: 0 for no effect and ±100 for the full control effect; nearly all actives have a fitted effect of over 55% in size
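Kinase-Glo luminescence reports ATP generated from ADP (0.1 mM) and PEP (0.5 mM) by purified hPK-M2 after 1 h at room temperature, pH 7.2 imidazole buffer; intermediate enzyme activity allows detecting inhibitors and activators.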
MBNL1 CUG block: MBNL1-poly(CUG) RNA binding inhibition; Q9NR56; TR-FRET MBNL1-His/biotin-(CUG)12 binding, 665/545 ratio; Potency, µM (titrated, usually from 57.5 µM), for inactives: at the highest dose activity change, negative = inhibition, hits mostly inhibitors; actives 0.036% (n = 280,000); AID 2675; active = well fitted inhibition curve with a large enough effect in the signal ratio, with a control signal flat, not every such curve was filed as active; inconclusive = small, poorly fitted or top-dose-only effect, or effect the other way, or a change in a side signal; inactive = no such curve, though single readings can be large or run the other way; the % refers to the signal ratio; also: potency is read from the fitted curve at half-maximal effect; % is scaled to controls: 0 for no effect and ±100 for the full control effect
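His-tagged MBNL1 binding to biotinylated (CUG)12 RNA was measured by TR-FRET using terbium anti-His antibody (0.055 ng/ul final) and streptavidin-XL665 (5 nM final). Compounds were titrated 92 nM to 58 uM; 60 min at room temperature.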
Gal4-VP16 FLuc: inhibits Gal4-VP16 luciferase reporter, ROR gamma counter-screen; Drosophila S2 Gal4-VP16 UAS-luciferase, luminescence, 20 h; Potency, µM (doses to about 53.6 µM), for inactives: top-dose activity, negative = inhibition, hits mostly inhibitors; actives 3.5% (n = 310,000); AID 2546;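 also: Gal4-VP16 expression switched on by copper sulfate through the metallothionein promoter; potency is read from the fitted curve at half-maximal effect; % is scaled to controls: 0 for no effect and ±100 for the full control effect; nearly all actives have a fitted effect of over 50% in size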
NPC1 prom act: activates the NPC1 promoter; Huh7 NPC1 promoter luciferase reporter, 24 h; Potency, µM (highest dose often 9.22 µM), inactives show top-dose activation, actives largely listed as activators; actives 2.4% (n = 320,000);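 also: potency is read from the fitted curve at half-maximal effect; % of control where 0% means no effect; nearly all actives have a fitted effect of over 60% in size; reporter is driven by a mutant NPC1 promoter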
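Cells: Huh7 expressing luciferase under the NPC1 promoter, 1500/well. Seeded 2 h, compound added, incubated 24 h at 37 °C. Luciferase reagent, 10 min ambient, then luminescence.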
RORgamma inh: inhibitors of mouse ROR gamma transcriptional activity. P51450. Drosophila S2 Gal4-RORgamma UAS-luciferase reporter, 20 h. Potency, µM (doses to about 53.6 µM), inactives show at the top dose activity change, negative = inhibition, actives largely listed as inhibitors. actives 5.4% (n = 310,000). AID 2551; also: potency is read from the fitted curve at half-maximal effect; % is scaled to controls: 0 for no effect and ±100 for the full control effect; nearly all actives have a fitted effect of over 60% in size
Target sequence (P51450 whole entry, looked up, the tested form may be a part): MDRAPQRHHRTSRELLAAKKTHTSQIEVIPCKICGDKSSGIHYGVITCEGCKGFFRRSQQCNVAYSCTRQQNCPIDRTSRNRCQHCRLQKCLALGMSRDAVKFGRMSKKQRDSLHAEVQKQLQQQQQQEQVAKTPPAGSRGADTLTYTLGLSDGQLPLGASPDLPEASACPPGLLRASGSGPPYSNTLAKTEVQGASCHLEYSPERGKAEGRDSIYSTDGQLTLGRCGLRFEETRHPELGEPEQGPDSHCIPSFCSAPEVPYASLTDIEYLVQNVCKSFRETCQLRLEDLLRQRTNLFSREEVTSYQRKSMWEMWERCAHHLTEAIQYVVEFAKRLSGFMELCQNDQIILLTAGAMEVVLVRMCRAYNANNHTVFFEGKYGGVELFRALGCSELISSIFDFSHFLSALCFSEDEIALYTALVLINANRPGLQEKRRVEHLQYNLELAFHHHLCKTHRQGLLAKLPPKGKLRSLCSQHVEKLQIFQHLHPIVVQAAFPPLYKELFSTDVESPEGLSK
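Stable Schneider cell line, Gal4 DNA-binding domain fused to ROR gamma, UAS-luciferase. Cmpd 1 hr RT → CuSO4 700 uM final → 20 hr RT → luciferase reagent 10 min → luminescence.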
Menin-MLL TR inh: menin-MLL binding inhibition, Texas Red mutant peptide | Potency, µM (top dose mostly 61.6 µM), for the others: top-dose FP activity change, negative = inhibition, hits mostly inhibitors | O00255 | AID 1768 | actives 0.23% (n = 270,000) | Menin + Texas Red MLL mutant peptide, fluorescence polarization; active = well fitted inhibition curve with a large enough effect in the polarisation, with a control signal flat, not every such curve was filed as active; inconclusive = small, poorly fitted or top-dose-only effect, or effect the other way, or a change in a side signal; inactive = no such curve, though single readings can be large or run the other way; the % refers to the polarisation; also: potency is read from the fitted curve at half-maximal effect; % of control where 0% means no effect; many of its hits are not listed in these tables
Target sequence (O00255 whole entry, looked up): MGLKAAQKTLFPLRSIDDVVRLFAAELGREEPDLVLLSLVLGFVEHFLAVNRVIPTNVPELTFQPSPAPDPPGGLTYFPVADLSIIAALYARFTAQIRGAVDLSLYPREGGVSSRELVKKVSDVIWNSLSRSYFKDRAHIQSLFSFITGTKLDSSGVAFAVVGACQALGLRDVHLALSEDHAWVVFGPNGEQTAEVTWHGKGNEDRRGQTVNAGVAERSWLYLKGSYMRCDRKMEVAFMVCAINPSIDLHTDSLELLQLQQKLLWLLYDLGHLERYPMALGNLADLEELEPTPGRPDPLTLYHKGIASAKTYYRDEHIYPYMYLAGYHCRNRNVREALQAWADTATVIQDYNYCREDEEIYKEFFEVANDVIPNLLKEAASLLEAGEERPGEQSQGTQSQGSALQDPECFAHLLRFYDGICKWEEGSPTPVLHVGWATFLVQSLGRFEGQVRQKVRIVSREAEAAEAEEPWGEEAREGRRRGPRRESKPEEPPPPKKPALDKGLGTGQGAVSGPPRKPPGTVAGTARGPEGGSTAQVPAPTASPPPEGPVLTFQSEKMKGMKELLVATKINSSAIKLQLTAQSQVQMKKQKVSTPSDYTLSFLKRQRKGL
ELG1 repair inh: ELG1-dependent DNA repair inhibition; HEK293T ELG1-luciferase reporter, luminescence, 16 h; DNA damage induced by 5-fluorouridine; actives 2.3% (n = 330,000); AID 504467; Potency, µM (titrated, usually from 46.1 µM), without a hit: top-dose activity change, negative = inhibition, actives largely listed as inhibitors; also: potency is read from the fitted curve at half-maximal effect; % is scaled to controls: 0 for no effect and ±100 for the full control effect; nearly all actives have a fitted effect of over 55% in size
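Quantitative HTS, concentration-response format. 2,000 cells/well co-treated with 5-fluorouridine and compound, 16 hr in 5% CO2 at 37 °C; ONE-Glo luminescence read after 30 min.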
FLuc modulator: firefly luciferase modulation, counter-screen for miR-21 project. actives 6.9% (n = 360,000). Potency, µM (top dose mostly 57.5 µM), for inactives: top-dose activity change, negative = inhibition, actives largely listed as inhibitors. P08659. purified FLuc, Km substrates, luminescence inhibition;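 also: potency is read from the fitted curve at half-maximal effect; plate controls were vehicle for no effect and reference inhibitor for full effect; nearly all actives have a fitted effect of over 55% in size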
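Purified P. pyralis luciferase, 10 nM final, with Km-level 10 uM D-luciferin and 10 uM ATP in 50 mM Tris acetate pH 7.5, 10 mM Mg acetate, 0.01% Tween-20, 0.05% BSA; 6-point qHTS titration about 60 µM downward; luminescence read.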
Mito fusion yeast: blocks mitochondrial division or promotes mitochondrial fusion. S. cerevisiae fusion-defective mutant growth rescue, CellTiterGlo 48 h. actives 0.23% (n = 320,000). Potency, µM (titrated, usually from 46.1 µM), without a hit: at the highest dose growth rescue (activation), most hits filed as activators. AID 485298;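 also: potency is read from the fitted curve at half-maximal effect; % of control where 0% means no effect; nearly all actives have a fitted effect of over 45% in size; temperature-sensitive fusion mutants such as fzo1-1 at 37 °C on non-fermentable ethanol glycerol medium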
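S. cerevisiae fusion-defective temperature-sensitive mutants (e.g. fzo1-1, mgm1-5) grown 48 h at 37C in YPEG (ethanol/glycerol non-fermentable) medium with 23 nl compound per well; growth rescue read as CellTiterGlo luminescence.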
KCNH2 3.1 inh: blocks the human KCNH2 3.1 channel isoform; U2OS KCNH2 3.1, thallium flux FluxOr; stronger effect = lower value; AID 720553; activity change, % (tested at about 1.8 µM); actives 0.95% (n = 340,000);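 active = maximum activity change below -70%; inconclusive = maximum activity change from -70% to -50%; inactive = maximum activity change above -50%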;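 also: thallium influx rate constant from kinetic fluorescence after stimulation buffer; % is scaled to controls: 0 for no effect and ±100 for the full control effect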
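FluxOr-based Tl+ influx in U2OS cells transduced with KCNH2 3.1 virus; rate constants normalized to DMSO controls.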
An asterisk follows results filed as active; u = inconclusive; x = no result given; [ ] = dose if it differs, or a comment. Unless noted, calls follow the shape of the dose curve; as a rule, active = well fitted curve in the direction sought with a large enough effect; inconclusive = small, poorly fitted or top-dose-only effect, or another doubt; inactive = no such curve, though single readings can be large; an effect the other way counts as inactive or inconclusive. Some of the compounds tested; count on the stated rates, not on these rows.

SMILES | Rab9 promoter act | PKM2 act | MBNL1 CUG block | Gal4-VP16 FLuc | NPC1 prom act | RORgamma inh | Menin-MLL TR inh | ELG1 repair inh | FLuc modulator | Mito fusion yeast | KCNH2 3.1 inh
CCCCn1c(N)c(N(CC)C(=O)c2cccc(F)c2)c(=O)[nH]c1=O | -3.3% | 2.0% | 3.8% | 4.1% | -2.7% | u | -0.7% | 3.6% | 3.6% | -0.5% | -19.5
CC(C)n1nc(C(=O)Oc2cccc(Cl)c2Cl)c2ccccc2c1=O | -5.1% | -7.7% | -22.7% | -28.1% | 7.1% | -24.5% | 3.0% | u | 4.6% | -0.5% | -3.5
O=C(OCc1ccc([N+](=O)[O-])cc1)c1ccc(N2CCCC2)c([N+](=O)[O-])c1 | -1.3% | 0.1% | 4.9% | -10.3% | 3.2% | -8.1% | -4.9% | 22.8% | 4.0% | -4.7% | 1.1
COc1cccc(/C=C/C(=O)OCC(=O)c2ccc3c(c2)NC(=O)CO3)c1 | -2.8% | x | x | x | -0.9% | x | x | u | 0.0% | 4.6% | -3.8
COc1cc(/C=C/C(=O)Nc2cccc(S(=O)(=O)N3CCOCC3)c2)ccc1OCC#N | -2.4% | x | x | x | -7.8% | x | x | u | -0.9% | -1.2% | -19.1
CCOc1ccc(N(CC(=O)N/N=C(\C)c2cccc(NC(C)=O)c2)S(=O)(=O)c2ccccc2)cc1 | -5.2% | x | -6.8% | -6.1% | -5.9% | 15.5% | 44.1%[activator] | u | -0.4% | 0.6% | 5.6
C=CCn1c(SCC(=O)NNC(=S)Nc2ccccc2)nnc1-c1ccccc1 | -1.1% | -8.6% | -17.4% | -10.6% | -5.6% | u | x | -5.7% | -1.4% | -2.4% | -8.4
COc1ccccc1-c1cnn2c(NCc3ccccc3)cc(C)nc12 | 24.1% | x | 6.1% | 4.7% | 16.4% | 0.8% | u | 28.9% | 16.9µM* | -21.2% | -1.9
C/C(N)=C(/C#N)C(=O)COC(=O)c1ccc(C#N)cc1 | -2.1% | x | -4.1% | -2.7% | 0.1% | 9.5% | 0.1% | -0.5% | -0.6% | -6.3% | 8.1
CCOc1ccc2[nH]c(C)c(CN3CCOCC3)c(=O)c2c1 | 1.8% | 4.6% | 1.0% | -5.2% | -4.2% | -1.1% | 10.6% | -3.4% | -3.4% | 0.4% | -8.6
CN(Cc1cn(-c2ccccc2)nc1-c1cc2ccccc2o1)C(=O)CCC(=O)O | 27.0% | 9.9% | 4.8% | -9.9% | 17.3% | u | -3.3% | u | 3.01µM* | -3.3% | 1.3
CCOC(=O)/C=C1\SCC(=O)N1CC(=O)N1CCOCC1 | -0.7% | x | -3.2% | -8.4% | -2.0% | -34.2% | 0.3% | 9.9% | -0.2% | 10.4% | 10.3
COc1ccc(C(=O)Nc2nc(-c3ccccc3)c(C(C)=O)s2)c(OC)c1 | u | -0.8% | 5.6% | -8.4% | 25.3% | -21.6% | -1.3% | 28.5% | 0.849µM* | -0.6% | -1.0
O=C(NCC1CCCO1)C(c1cccs1)N(Cc1cccs1)C(=O)c1ccc(-c2ccccc2)[nH]1 (stereo unspecified) | -0.5% | -0.4% | x | -5.3% | -2.2% | u | 1.2% | u | 5.3% | 15.8µM* | -26.4
Cc1ccc(NS(=O)(=O)c2ccc(C(=O)N3CCN(c4ncccn4)CC3)cc2)cc1 | -27.6% | -3.7% | -0.7% | 1.26µM* | -24.1% | -44.8% | -2.2% | 5.8µM* | -6.0% | 5.2% | 14.3
CCOc1ccc(NC(=O)CCC(=O)NNC(=O)c2ccccc2Cl)cc1 | -0.8% | x | -8.0% | 1.8% | -0.2% | -38.4% | x | 10.2% | 1.3% | 2.5% | 14.9
COc1ccc(N2CCN(C(=O)c3cccnc3)CC2)c([N+](=O)[O-])c1 | -3.3% | -5.1% | u | 0.2% | 0.2% | -7.6% | -21.6% | 9.0% | 0.2% | 2.6% | 11.7
CC(O)c1nc2ccccc2n1Cc1nnc(-c2ccc(Cl)cc2)o1 (stereo unspecified) | 16.3% | 7.94µM* | 0.3% | -0.9% | 7.7% | 23.5% | -14.0% | u | 16.9µM* | 2.4% | -4.2
O=C(CC1SC(N2CCOCC2)=NC1=O)Nc1cc([N+](=O)[O-])ccc1Cl (stereo unspecified) | 4.9% | x | u | 15.1% | -2.5% | -18.8% | 19.8% | -7.3% | -0.9% | -1.0% | 3.9
Cc1ccc(SCC(=O)N2CCOCC2)cc1 | u | -7.0% | -7.9% | -2.1% | 26.1% | 12.4% | 2.6% | u | u | 4.1% | -25.2
Nc1nc(N2CCCCC2)nc2ccccc12 | -0.5% | -0.8% | -1.3% | 0.8% | 2.9% | 8.8% | -27.2% | 1.8% | u | 9.9% | 11.8
CC(C)(C)c1ccc(C(=O)O[C@H]2[C@H](Cc3ccccc3)NS(=O)(=O)[C@H]3C[C@@H]4C=C[C@]23O4)cc1 | -1.0% | x | x | x | -4.5% | x | x | 8.8% | -0.2% | -4.0% | 15.6
Cc1cc(NC(=O)CSc2nncc(=O)n2N)no1 | 2.3% | u | -5.1% | -4.8% | -2.8% | 7.2% | 8.0% | u | -3.7% | 8.2% | 9.7
C/C(CC(=O)NC(C)C)=N\NC(=O)COc1cc(C)c(Br)cc1Br | 2.8% | 10.2% | 20.4% | u | -0.4% | -35.1% | -4.4% | -1.2% | 3.8% | 3.5% | 4.8
CCC(CC)C(=O)Nc1nnc(SCC(=O)NC2CCCCC2)s1 | -5.9% | -9.4% | -0.5% | 5.4% | -1.4% | -1.4% | 1.2% | 0.8% | 2.6% | -3.0% | -10.3
CCOC(=O)C1CCCN(C(=S)NC2CCCC2)C1 (stereo unspecified) | 0.0% | -7.9% | 1.8% | -4.5%[10 µM] | -2.8% | -20.4% | -17.0% | -8.2% | 0.9% | -1.6% | -5.0
O=C(CSC1=NS(=O)(=O)c2cc(F)ccc2N1)Nc1ccccc1F | -4.1% | x | x | x | 7.7% | x | x | 16.4% | 1.6% | 1.8% | 13.7
CN(c1ccccc1)S(=O)(=O)c1cccc(C(=O)NNC(=O)c2ccccc2)c1 | -0.4% | -4.3% | -5.0% | -22.8% | -11.6% | 27.2% | 7.4% | u | -17.9% | -2.0% | 6.1
Cc1ccc(C)c(C(=O)COC(=O)c2cccc(N3C(=O)c4c(C)nc5ccccc5c4C3=O)c2)c1 | u | 1.2% | 3.8% | u | u | -19.3% | u | u | 1.51µM* | 7.7% | 11.5
CN(Cc1ccccc1)C(=O)c1nc2ccccn2c1CN1CCC(N2CCOCC2)CC1 | 0.2% | -0.2% | -5.5% | 2.3% | -3.5% | 5.2% | x | -0.8% | 4.6% | 0.2% | 3.7
CC(=O)c1ccc(NC(=S)Nc2ccc3[nH]c(=O)[nH]c3c2)cc1 | -4.0% | -1.6% | -5.9% | 5.2% | -2.2% | 0.5% | -13.2% | 4.1% | -3.1% | 5.0% | 4.4
Cc1ccc(-c2nc(CS(=O)(=O)CC(=O)NCCN3CCCC3)c(C)o2)cc1 | 1.2% | 1.9% | -5.9% | -7.3% | -1.8% | -29.6% | -20.4% | 6.5% | -1.1% | -11.8% | -9.0
O=C(Nc1ccccc1Cl)NC1(C(=O)NCCCN2CCOCC2)CCCCC1 | -6.8% | -2.1% | -5.2% | -1.8% | -5.5% | -9.0% | -0.5% | -1.0% | -3.4% | 0.1% | -12.2
O=C(/C=C/c1ccc([N+](=O)[O-])cc1)c1cccs1 | 11.9% | 0.2% | x | 4.4% | -1.0% | 0.6% | x | -1.7% | -17.1% | 0.7% | -14.3
CC(=O)c1ccc(OCc2cc(C(=O)N(C)Cc3ccccn3)no2)cc1 | u | -21.0% | 3.5% | -0.8% | u | -1.4% | x | u | 15.1µM* | 1.3% | 5.2
O=C(Cn1cc(/C=N/NC(=O)c2cccc(C(F)(F)F)c2)c2ccccc21)Nc1ccc(F)cc1 | -6.6% | -0.7% | -5.2% | 0.0% | -2.6% | 11.2µM* | -71.2% | u | 0.1% | 6.7% | -1.5
Cc1ccc(OCC(=O)O/N=C(\N)c2ccccn2)cc1C | u | -5.0% | -3.4% | -6.8% | 2.24µM* | -13.3% | x | u | 12µM* | -2.3% | -7.7

Bioassay records: PubChem, National Center for Advancing Translational Sciences (NCATS)
